Bcl-B Bim block – inhibitors of Bim-Bcl-B interaction, human | Q9HD36 | bead-based flow cytometry, Bim peptide-Bcl-B binding | inhibition, % at 10 µM | 0.073% of 190,000 active | AID 951;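 note: 0% = tracer peptide without compound and 100% = reference inhibitor peptide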
Target sequence (Q9HD36 whole entry, looked up): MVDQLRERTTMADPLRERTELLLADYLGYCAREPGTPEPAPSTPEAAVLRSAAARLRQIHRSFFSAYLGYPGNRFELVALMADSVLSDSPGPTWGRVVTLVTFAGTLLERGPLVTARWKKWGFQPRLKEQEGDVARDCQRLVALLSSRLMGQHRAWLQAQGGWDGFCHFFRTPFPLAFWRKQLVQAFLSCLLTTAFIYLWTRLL
ABCB1 inh – blocks JC-1 efflux by human ABCB1 transporter; 0.067% of 190,000 active; P08183; CCRF-Adr cells, flow cytometry; inhibition, % at 6.6 µM; AID 1326; in the data active = inhibition above about 40%;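 note: 0% = vehicle and 100% = reference inhibitor; higher value means more JC-1 retained so stronger ABCB1 efflux block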
Bim-Bcl-W – inhibitors of Bim-Bcl-W interaction, human | bead-based flow cytometry, Bim peptide-Bcl-W binding | inhibition, % at 10 µM | Q92843 | 0.02% of 190,000 active;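 note: 0% = bound tracer without compound and 100% = peptide blocker; higher means less fluorescent Bim peptide bound to Bcl-W beads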
Target sequence (Q92843 whole entry, looked up): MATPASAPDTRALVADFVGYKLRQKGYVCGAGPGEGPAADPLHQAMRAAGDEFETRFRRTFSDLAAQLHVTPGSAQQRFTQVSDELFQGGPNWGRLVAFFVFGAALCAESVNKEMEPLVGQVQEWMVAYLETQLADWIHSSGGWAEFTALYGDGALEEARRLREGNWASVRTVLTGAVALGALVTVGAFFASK
RGS4-Gao reg – modulates binding of RGS4 to human Galphao; P09471; Multiplexed bead flow cytometry; actives lie on both sides; binding response (% of control), % at 10 µM; 0.33% of 220,000 active; AID 1415; in the data active = binding response below about 49% or above about 150%; inactive = in between;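 note: fluorescent Galphao activated with aluminum fluoride binding bead-coupled RGS4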
Bfl-1 Bim block – disrupts Bim binding to human Bfl-1 | inhibition, % at 10 µM | Bead-based flow cytometry, Bim-Bfl-1 binding inhibition | Q16548 | 0.12% of 190,000 active;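 note: 0% = wells without compound plus tracer and 100% = blocker peptide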
ABCG2 inh – human ABCG2 inhibition, ABCB1 as counter-screen; IgMXP3 cells, JC-1 efflux, flow cytometry; inhibition, % at 6.6 µM; 0.1% of 190,000 active;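 active = inhibition above 80%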;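 note: 0% = DMSO and 100% = nicardipine control wells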
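Times: 10 min at 25 °C | Test system: Two drug-resistant human cell lines, ABCG2 and ABCB1 | Quantity: 3 million cells/mL final, two lines in 1:1 ratio | Signal: Flow cytometry, 530 nm JC-1 signal | Dosing: Compound at 6.6 µM | Controls: Nicardipine and DMSO wells | Reagent: JC-1 as fluorescent efflux pump substrate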
Bcl-XL Bim block – human Bim-Bcl-XL interaction inhibition. Bim peptide-Bcl-XL binding, bead flow cytometry, fluorescence. inhibition, % at 10 µM. 0.04% of 190,000 active. AID 1007
Target sequence (Q07817 whole entry, looked up): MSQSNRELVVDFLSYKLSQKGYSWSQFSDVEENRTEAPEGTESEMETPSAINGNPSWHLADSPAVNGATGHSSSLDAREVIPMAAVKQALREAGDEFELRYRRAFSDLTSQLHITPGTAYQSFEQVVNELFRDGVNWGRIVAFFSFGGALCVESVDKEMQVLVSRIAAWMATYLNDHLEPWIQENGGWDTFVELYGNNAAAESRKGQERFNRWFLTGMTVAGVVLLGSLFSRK
Bim-Bcl-2 – inhibitors of Bim-Bcl-2 interaction, human; 0.06% of 190,000 active; P10415; Bead-based flow cytometry, Bim peptide-Bcl-2 binding; inhibition, % at 10 µM; in the data active = inhibition above about 40%; inconclusive = no clear call, values can overlap the other calls;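 note: 0% = no compound wells with probe peptide and 100% = reference peptide inhibitor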
Target sequence (P10415 whole entry, looked up): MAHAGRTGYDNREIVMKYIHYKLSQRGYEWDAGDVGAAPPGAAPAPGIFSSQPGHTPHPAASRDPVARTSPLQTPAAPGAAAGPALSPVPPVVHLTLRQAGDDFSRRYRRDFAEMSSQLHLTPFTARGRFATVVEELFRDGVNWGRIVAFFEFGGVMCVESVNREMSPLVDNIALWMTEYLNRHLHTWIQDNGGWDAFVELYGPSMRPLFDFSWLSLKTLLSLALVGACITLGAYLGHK
RGS7-Gao reg – human RGS7-Galphao interaction regulation | P09471 | Multiplexed bead flow cytometry, RGS7-Galphao binding; actives lie on both sides | binding response (% of control), % at 10 µM | 0.35% of 220,000 active | AID 1439; in the data active = binding response below about 49% or above about 150%; inconclusive = no clear call, values can overlap the other calls; inactive = in between;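 note: fluorescent Galphao held in activated GDP-AlF4 state binding bead-coupled RGS7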
RGS8-Gao reg – modulates binding of RGS8 to human Galphao; response (percent of control binding), % at 10 µM; multiplexed bead flow cytometry; actives lie on both sides; 0.34% of 220,000 active; AID 1423; in the data active = response below about 60% or above about 140%; inactive = in between;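 note: Galphao activated as the GDP aluminium fluoride complex binding bead-coupled RGS8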
GSH fluor – compound fluoresces at 488/530 nm on GSH beads; fluorescence (KMESF) at 10 µM; GSH beads flow cytometry, compound fluorescence 488/530 nm; stronger effect = higher value; 0.25% of 190,000 active; in the data active = fluorescence above about 89;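 note: glutathione beads carrying GST-tagged Bcl family fusion proteins plus one bare bead set; values are compound well signal with DMSO vehicle wells as background; inactives centre near 16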
* marks the source's active call; other numbers are inactive results; ? = inconclusive. Cut-off read from the data, not from the text of the source, unless noted: active = inhibition above about 40%.

1	Cc1ccc(NC(=O)C2=CCN(S(=O)(=O)c3ccc(F)cc3)CC2)cc1
2	COc1ccc(CCC(=O)N2c3ccccc3CC2C)cc1 (stereo not drawn)
3	Cc1cc(C)c2nc(NNC(=O)c3ccc(S(=O)(=O)N4CCc5ccccc5C4)cc3)sc2c1
4	O=C1C=C(NNC(=O)c2ccncc2)CC(c2ccccc2)C1 (stereo not drawn)
5	CCN(C(=O)COC(=O)/C=C/c1ccccc1[N+](=O)[O-])C1CCS(=O)(=O)C1 (stereo not drawn)
6	CCc1c(C)nc(SCC(=O)Nc2nc(-c3ccc(OC)cc3)cs2)[nH]c1=O
7	Cc1nc2c(ccc3nc(NC(=O)C4CC4)sc32)s1
8	O=C(O)CC(c1cccc([N+](=O)[O-])c1)N1Cc2ccccc2C1=O (stereo not drawn)
compound no.	1	2	3	4	5	6	7	8
Bcl-B Bim block	-7	-10	-1	-4	-5	1	-1	2
ABCB1 inh	-0.2	-0.1	-0.7	0.0	0.3	0.3	-0.5	0.5
Bim-Bcl-W	-4	-2	0	0	-1	-6	0	3
RGS4-Gao reg	102	123	107	98	98	95	99	92
Bfl-1 Bim block	-4	-14	2	-5	-6	0	-2	4
ABCG2 inh	7	0	-7	4	2	2	21	1
Bcl-XL Bim block	-5	-2	-1	-3	-1	-7	0	0
Bim-Bcl-2	-3	-9	2	-4	-6	-2	0	4
RGS7-Gao reg	102	117	107	?	97	92	107	93
RGS8-Gao reg	101	109	93	99	93	85	103	99
GSH fluor	16	31	16	16	16	19	11	18

9	CC(C)C(C(=O)NC1CCCCC1)N(CC1CCCO1)C(=O)CNS(=O)(=O)c1ccc(F)cc1 (stereo not drawn)
10	Cc1ccc(NC(=O)c2cccnc2C(=O)Nc2ccc(C)cc2)cc1
11	CC(=O)OCC(=O)Nc1c(C)cccc1C
12	O=CNCC(=O)NCCc1ccc(Cl)cc1
13	C/C(=N/NC(N)=S)c1ccccc1[N+](=O)[O-]
14	CCc1ccc(NC(=O)CSc2nnc(CC)c(CC)n2)cc1
15	Cc1cc(=O)[nH]c(SCCOc2ccc(OC(C)C)cc2)n1
16	C/C(CC(=O)Nc1ccc2c(c1)OCO2)=N\NC(=O)C(c1ccccc1)c1ccccc1
compound no.	9	10	11	12	13	14	15	16
Bcl-B Bim block	0	0	-5	-11	-3	-4	-8	-2
ABCB1 inh	2.1	0.0	-0.3	0.5	0.6	0.2	-0.7	1.8
Bim-Bcl-W	-1	0	-2	-7	0	2	-4	-1
RGS4-Gao reg	102	104	98	103	102	100	109	87
Bfl-1 Bim block	-2	-7	-2	-22	0	-10	-8	1
ABCG2 inh	4	2	1	7	3	1	12	9
Bcl-XL Bim block	-1	0	-2	-9	-2	-7	-7	-7
Bim-Bcl-2	-4	-2	-2	-10	-1	-8	0	0
RGS7-Gao reg	98	106	97	101	101	100	111	86
RGS8-Gao reg	100	103	100	102	101	102	116	67
GSH fluor	9	21	20	31	19	5	28	13

17	CN(C)c1ccc(C(=S)N2CCNCC2)cc1
18	CS(=O)(=O)NCc1ccc(C(=O)NCc2ccccc2)cc1
19	CC(C)C(=O)Nc1ccccc1C(=O)N/N=C/c1ccc([N+](=O)[O-])cc1
20	COc1ccccc1N1CCN(Cc2nc(N)nc(Nc3ccc(C)c(Cl)c3)n2)CC1
21	O=C(CSc1nc2ccccc2o1)Nc1ccccc1N1CCOCC1
22	COc1ccc(C(C(=O)NCCC(C)C)N(CCN2CCOCC2)C(=O)Cn2nnc3ccccc32)c(OC)c1 (stereo not drawn)
23	Cc1ccc(/C([O-])=C(/C(=S)NCc2ccc3c(c2)OCO3)[n+]2ccc(N(C)C)cc2)c(C)c1
24	COc1ccccc1Nc1nnc(SCC2CCCCO2)s1 (stereo not drawn)
compound no.	17	18	19	20	21	22	23	24
Bcl-B Bim block	0	-8	-3	-8	-4	-4	-10	-2
ABCB1 inh	0.0	0.5	0.2	-4.9	1.1	0.3	0.1	1.6
Bim-Bcl-W	0	0	-3	-2	0	-1	-3	-1
RGS4-Gao reg	102	104	101	99	103	103	104	100
Bfl-1 Bim block	0	-10	-4	-9	0	-4	-5	-5
ABCG2 inh	-1	3	2	-8	3	1	1	9
Bcl-XL Bim block	-1	-6	-2	-5	-2	-1	-7	-4
Bim-Bcl-2	-1	-5	-3	-8	-1	-3	-5	0
RGS7-Gao reg	103	104	98	98	102	100	?	99
RGS8-Gao reg	103	104	97	99	103	103	102	100
GSH fluor	7	35	13	25	14	18	19	12

Reprinted at random: seven entries already listed
20	COc1ccccc1N1CCN(Cc2nc(N)nc(Nc3ccc(C)c(Cl)c3)n2)CC1
22	COc1ccc(C(C(=O)NCCC(C)C)N(CCN2CCOCC2)C(=O)Cn2nnc3ccccc32)c(OC)c1 (stereo not drawn)
19	CC(C)C(=O)Nc1ccccc1C(=O)N/N=C/c1ccc([N+](=O)[O-])cc1
24	COc1ccccc1Nc1nnc(SCC2CCCCO2)s1 (stereo not drawn)
17	CN(C)c1ccc(C(=S)N2CCNCC2)cc1
23	Cc1ccc(/C([O-])=C(/C(=S)NCc2ccc3c(c2)OCO3)[n+]2ccc(N(C)C)cc2)c(C)c1
21	O=C(CSc1nc2ccccc2o1)Nc1ccccc1N1CCOCC1
compound no.	20	22	19	24	17	23	21
Bcl-B Bim block	-8	-4	-3	-2	0	-10	-4
ABCB1 inh	-4.9	0.3	0.2	1.6	0.0	0.1	1.1
Bim-Bcl-W	-2	-1	-3	-1	0	-3	0
RGS4-Gao reg	99	103	101	100	102	104	103
Bfl-1 Bim block	-9	-4	-4	-5	0	-5	0
ABCG2 inh	-8	1	2	9	-1	1	3
Bcl-XL Bim block	-5	-1	-2	-4	-1	-7	-2
Bim-Bcl-2	-8	-3	-3	0	-1	-5	-1
RGS7-Gao reg	98	100	98	99	103	?	102
RGS8-Gao reg	99	103	97	100	103	102	103
GSH fluor	25	18	13	12	7	19	14

(list continues)
25	CC(C)(CNc1ccc([N+](=O)[O-])cc1C#N)N1CCOCC1
26	CCOC(=O)c1cnc2ccccc2c1NCCc1ccc(OC)c(OC)c1
27	COc1ccc(NS(=O)(=O)c2cccc(C(=O)N/N=C/c3ccc(O)cc3)c2)cc1
28	CCOC(=O)N1CCN(c2ccc(C(=O)CC)cc2F)CC1
29	COc1ccc(C(C)=O)cc1COc1ncnc2ccccc12
30	CS(=O)(=O)N1CCC(Oc2ccccc2C(=O)NCCCc2cccnc2)CC1
31	CCOc1ccc(N(CC(=O)Nc2cccnc2)S(C)(=O)=O)cc1
32	COc1ccc(NC(=O)C(c2ccc(C)cc2)N(C)C(=O)CC2NC(=O)NC2=O)cc1 (stereo not drawn)
compound no.	25	26	27	28	29	30	31	32
Bcl-B Bim block	2	-1	-1	-2	-9	-1	-3	-5
ABCB1 inh	0.7	6.5	-0.2	-2.6	0.4	1.4	0.3	0.1
Bim-Bcl-W	3	1	2	1	-3	-1	-1	-5
RGS4-Gao reg	104	102	100	99	100	98	99	100
Bfl-1 Bim block	0	5	-3	-2	-11	-4	-6	-8
ABCG2 inh	2	6	-1	-1	1	7	1	2
Bcl-XL Bim block	2	2	-2	-3	-2	-1	-2	-5
Bim-Bcl-2	2	4	2	-4	-4	0	-4	-2
RGS7-Gao reg	108	102	100	101	101	98	100	101
RGS8-Gao reg	106	103	100	102	98	99	100	105
GSH fluor	24	23	8	22	13	10	12	14

Full records, looked up by structure. Values in the order: Bcl-B Bim block | ABCB1 inh | Bim-Bcl-W | RGS4-Gao reg | Bfl-1 Bim block | ABCG2 inh | Bcl-XL Bim block | Bim-Bcl-2 | RGS7-Gao reg | RGS8-Gao reg | GSH fluor
`CS(=O)(=O)N1CCC(Oc2ccccc2C(=O)NCCCc2cccnc2)CC1` is listed with -1 | 1.4 | -1 | 98 | -4 | 7 | -1 | 0 | 98 | 99 | 10
`O=C(CSc1nc2ccccc2o1)Nc1ccccc1N1CCOCC1` is listed with -4 | 1.1 | 0 | 103 | 0 | 3 | -2 | -1 | 102 | 103 | 14

(cont.)
33	Cc1ccc(N=Nc2ccc(O)c3ncccc23)cc1
34	O=C1NC(NS(=O)(=O)c2ccccc2)(C(F)(F)F)C(=O)N1c1ccc(F)cc1 (stereo not drawn)
35	COc1ccc(Cl)cc1S(=O)(=O)N1CCN(c2ccc(F)cc2)CC1
36	Cc1c(NC(=O)CCC(=O)N2CCOCC2)c(=O)n(-c2ccccc2)n1C
37	CCCCC(c1nnnn1CCOC)N1CCN(Cc2ccccc2)CC1 (stereo not drawn)
38	Cc1c(Cl)ccc2sc(NC(=O)CN3C(=O)c4ccccc4C3=O)nc12
39	CCOCCCNC(=O)C1CCCCN1S(=O)(=O)c1ccc(F)cc1 (stereo not drawn)
40	CC1(C)N=C(/C=N/O)CN1O
compound no.	33	34	35	36	37	38	39	40
Bcl-B Bim block	0	-11	-4	1	0	-7	-11	-4
ABCB1 inh	0.0	-0.1	0.2	1.4	0.4	-0.3	0.0	0.3
Bim-Bcl-W	0	-6	8	0	2	-6	-7	0
RGS4-Gao reg	68	100	103	93	94	85	102	101
Bfl-1 Bim block	7	-17	-12	0	2	-3	-20	-6
ABCG2 inh	3	-1	0	4	1	-1	-3	2
Bcl-XL Bim block	0	-11	-3	-2	-4	-9	-13	-3
Bim-Bcl-2	6	-7	-6	4	4	0	-16	-1
RGS7-Gao reg	65	98	98	97	94	101	99	105
RGS8-Gao reg	71	99	102	95	97	99	102	102
GSH fluor	3	19	10	28	22	14	27	5

Compound activity: PubChem, NMMLSC
